HEK293 NOD2/NF-kB = inhibition of NOD2-driven NF-kB reporter – cell-based, luminescence, uHTS, HEK293 (AID 1566). HEK293 NOD2/NF-kB luciferase reporter, luminescence; higher % means a stronger effect. inhibition, % at 4 µM; hits with a dose series show EC50 in µM. 290,000 compounds, 0.63% hits; further: many of its hits are not listed in these tables
GPR35 arrestin U2OS = inhibition of zaprinast-stimulated GPR35 beta-arrestin translocation – imaging, U2OS, beta-arrestin-GFP, zaprinast agonist, primary screen (AID 2058); U2OS GPR35 beta-arrestin-GFP translocation imaging, zaprinast antagonism; higher % means a stronger effect; inhibition, % at 10 µM; hits with a dose series show IC50 in µM; 290,000 compounds, 0.052% hits;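 active means inhibition of at least 50% with at least 30 cells and total cytoplasm GFP at most 10,000,000; inconclusive means under 30 cells or total GFP of 10,000,000 plus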
HIV fusion peptide = inhibitors of HIV fusion peptide binding, primary screen, biochemical, uHTS, fluorescence dequenching (AID 1986); cell-free peptide binding, fluorescence dequenching, 30 min; higher % means a stronger effect; inhibition, % at 20 µM, or IC50 in µM where a hit was titrated; 290,000 compounds, 0.3% hits; in the data active means inhibition mostly above about 52%, no sharp cut-off; inactive means mostly below about 76%; further: some results filed as inactive read as strong as hits
NOD1 NF-kB reporter = NOD1 signaling inhibitors, primary screen, cell-based, luminescence, uHTS (AID 1578); NOD1-driven NF-kB luciferase reporter cells, luminescence; higher % means a stronger effect; 290,000 compounds, 1% hits; one-dose inhibition, % at 4 µM; EC50 in µM for titrated hits; in the data active means inhibition mostly above about 36%, no sharp cut-off; inactive means mostly below about 34%;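 further: HEK-293T reporter cells stimulated with the NOD1 agonist gamma-tri-DAP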
KOR beta-arrestin-1 = KOR agonists, beta-arrestin recruitment, primary screen, cell-based, luminescence, uHTS (AID 1777); one-dose activation, % at 10 µM; EC50 in µM for titrated hits; KOR beta-arrestin recruitment, luminescence; higher % means a stronger effect; 280,000 compounds, 0.02% hits; in the data active means activation above about 50%, passing the limit was not always enough; further: a part of the inactive calls stands beside numbers as strong as those of hits
GPR55 LPI antagonism = GPR55 antagonists blocking LPI-driven arrestin recruitment, primary screen, imaging, U2OS, beta-arrestin-GFP, LPI agonist (AID 2013). U2OS GPR55 beta-arrestin-GFP translocation imaging, LPI antagonism; higher % means a stronger effect. inhibition, % at 10 µM; hits with a dose series show IC50 in µM. 290,000 compounds, 0.13% hits;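 active means spots per cell inhibited over 60%, with over 100 cells counted and total cytoplasm intensity under 500,000; inconclusive means wells with under 100 cells, flagged as likely toxic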;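 further: U2OS cells stably carrying GPR55 and arrestin-GFP stimulated by 5 µM LPI near EC80; imaged beta-arrestin-GFP aggregate spots per cell after agonist stimulation; plate controls were LPI-stimulated DMSO wells for no effect and DMSO wells without LPI for full effect; some results filed as inactive read as strong as hits; confirmed hits need IC50 under 10 µM and bright autofluorescent wells are also inconclusive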
Myeloid diff 2 = myeloid differentiation induction; ER-HoxA9 myeloid progenitors, lysozyme-GFP differentiation, flow cytometry; 360,000 compounds, 1% hits; AID 624256; calls only at 10 µM;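 active means normalized GFP-positive differentiation at or above the plate's own cutoff, the solvent-only control mean plus 3 SD; inconclusive means no clear call, values can overlap the other calls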;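 further: cells exposed to compound for four days before flow analysis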
GPR55 activation = selective activators of receptor GPR55 – imaging, U2OS cells, beta-arrestin-GFP redistribution, primary screen (AID 1961) | U2OS GPR55 beta-arrestin-GFP redistribution imaging; higher % means a stronger effect | one-dose activation, % at 10 µM; EC50 in µM for titrated hits | 290,000 compounds, 0.048% hits;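 active means activation above 40% with more than 50 cells counted in the well; inconclusive means wells holding fewer than 50 cells, flagged as toxic or sparse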;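 further: U2OS osteosarcoma cells stably expressing GPR55 and beta-arrestin-GFP; plate controls were DMSO negative control for no effect and LPI positive control for full effect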
KOR beta-arrestin-2 = kappa opioid receptor blockers – cell-based, luminescence, uHTS (AID 1778). KOR beta-arrestin recruitment, luminescence, antagonist mode; higher % means a stronger effect. inhibition, % at 10 µM, or IC50 in µM where a hit was titrated. 290,000 compounds, 0.091% hits; further: strong numbers were not always called active
Myeloid diff 2 GFP+ MAC1+ % = also measured in Myeloid diff 2; calls as there; GFP+ MAC1+ double positive, %; measured here: differentiation confirmed by MAC1 staining
The depositor's hits bear a star; [ ] = dose if it differs, or a comment. Unless noted, no stated cut-off is given here; in the data, active means inhibition above about 50%; inactive means the rest. Some of the compounds tested; rates above refer to the full screens.

`COc1ccc(CNC(=O)C2CCN(C(=O)c3ccco3)CC2)cc1` gave HEK293 NOD2/NF-kB 8%, GPR35 arrestin U2OS 4%, HIV fusion peptide -0.5%, NOD1 NF-kB reporter -6%, KOR beta-arrestin-1 -5.6%, GPR55 LPI antagonism 9%, Myeloid diff 2 inactive, GPR55 activation 0.2%, KOR beta-arrestin-2 -18% and Myeloid diff 2 GFP+ MAC1+ % 0.0.
For O=C(O)CN1CCN(Cc2ccc(F)cc2)C1=O the results were HEK293 NOD2/NF-kB -10%, GPR35 arrestin U2OS -7%, HIV fusion peptide -1.9%, NOD1 NF-kB reporter -18%, KOR beta-arrestin-1 -3.9%, GPR55 LPI antagonism -1%, Myeloid diff 2 inactive, GPR55 activation 0.5%, KOR beta-arrestin-2 6% and Myeloid diff 2 GFP+ MAC1+ % 0.1.
O=S(=O)(NCCc1csc(-c2cccnc2)n1)c1ccc(Cl)s1 was read as HEK293 NOD2/NF-kB 17%, GPR35 arrestin U2OS 0%, HIV fusion peptide -2.2%, NOD1 NF-kB reporter 21%, KOR beta-arrestin-1 1.5%, GPR55 LPI antagonism -4%, Myeloid diff 2 inactive, GPR55 activation -0.1%, KOR beta-arrestin-2 1% and Myeloid diff 2 GFP+ MAC1+ % 3.1.
For Cc1cc(C(=O)N2CCN(C(=O)c3ccco3)CC2)ccc1[N+](=O)[O-] the results were HEK293 NOD2/NF-kB 8%, GPR35 arrestin U2OS 4%, HIV fusion peptide -0.4%, NOD1 NF-kB reporter -17%, KOR beta-arrestin-1 -0.8%, GPR55 LPI antagonism 11%, Myeloid diff 2 inactive, GPR55 activation 0.2%, KOR beta-arrestin-2 -14%[20 µM] and Myeloid diff 2 GFP+ MAC1+ % 0.6.
CCOC(=O)NC(=O)COC(=O)CCCc1nc2ccccc2s1 was read as HEK293 NOD2/NF-kB -9%, GPR35 arrestin U2OS -4%, HIV fusion peptide -1.7%, NOD1 NF-kB reporter -22%, KOR beta-arrestin-1 -0.2%, GPR55 LPI antagonism 9%, Myeloid diff 2 inactive, GPR55 activation -0.1%, KOR beta-arrestin-2 -32% and Myeloid diff 2 GFP+ MAC1+ % 1.0.
`O=C(NCCc1ccccc1)C1CCC(=O)N1CCc1ccccc1` (stereo unspecified) gave HEK293 NOD2/NF-kB 5%, GPR35 arrestin U2OS -2%, HIV fusion peptide 0.1%, NOD1 NF-kB reporter 2%, KOR beta-arrestin-1 -5.2%, GPR55 LPI antagonism -5%, Myeloid diff 2 inactive, GPR55 activation 0.0%, KOR beta-arrestin-2 20% and Myeloid diff 2 GFP+ MAC1+ % 0.7.
`C=CCN1C(=O)/C(=C/c2ccc(OCC(=O)O)cc2)S/C1=N/c1nccs1` gave HEK293 NOD2/NF-kB 9%, GPR35 arrestin U2OS -14%, HIV fusion peptide 44%, NOD1 NF-kB reporter -11%, KOR beta-arrestin-1 2.2%, GPR55 LPI antagonism -6%, Myeloid diff 2 inactive, GPR55 activation -0.2%, KOR beta-arrestin-2 -44% and Myeloid diff 2 GFP+ MAC1+ % 0.5.
`CS(=O)(=O)c1cc([N+](=O)[O-])c(Sc2nc3ccccc3[nH]2)c([N+](=O)[O-])c1` gave HEK293 NOD2/NF-kB 4%, GPR35 arrestin U2OS -6%, HIV fusion peptide -2.1%, NOD1 NF-kB reporter -4%, KOR beta-arrestin-1 -0.7%, GPR55 LPI antagonism 4%, Myeloid diff 2 inactive, GPR55 activation -0.1%, KOR beta-arrestin-2 -15% and Myeloid diff 2 GFP+ MAC1+ % 1.0.
`CN1CCN(C(=O)c2ccc3c(c2)S(=O)(=O)c2ccccc2C3=O)CC1` gave HEK293 NOD2/NF-kB 4%, GPR35 arrestin U2OS 0%, HIV fusion peptide 0.2%, NOD1 NF-kB reporter -17%, KOR beta-arrestin-1 2.5%, GPR55 LPI antagonism 4%, Myeloid diff 2 inactive, GPR55 activation 0.4%, KOR beta-arrestin-2 13% and Myeloid diff 2 GFP+ MAC1+ % 1.4.
Screening CCCCCC1CCC(C(=O)NNC(=S)NCC)CC1 (stereo unspecified) returned HEK293 NOD2/NF-kB 39%, GPR35 arrestin U2OS 15%, HIV fusion peptide -0.1%, NOD1 NF-kB reporter 24%, KOR beta-arrestin-1 -4.2%, GPR55 LPI antagonism 18%, Myeloid diff 2 inactive, GPR55 activation -0.1%, KOR beta-arrestin-2 2% and Myeloid diff 2 GFP+ MAC1+ % 0.5.
Cc1cccc(NC(=O)c2ccc(S(=O)(=O)N(C)C)cc2)c1 was read as HEK293 NOD2/NF-kB -20%, GPR35 arrestin U2OS -13%, HIV fusion peptide 0.9%, NOD1 NF-kB reporter -25%, KOR beta-arrestin-1 -2.9%, GPR55 LPI antagonism -1%, Myeloid diff 2 inactive, GPR55 activation -0.1%, KOR beta-arrestin-2 7% and Myeloid diff 2 GFP+ MAC1+ % 3.9.
COc1cccc(CN2CCCN(S(=O)(=O)c3ccc(Br)cc3)CC2)c1 was read as HEK293 NOD2/NF-kB -6%, GPR35 arrestin U2OS 12%, HIV fusion peptide -3.6%, KOR beta-arrestin-1 0.6%, GPR55 LPI antagonism -6%, Myeloid diff 2 inactive, GPR55 activation -0.1%, KOR beta-arrestin-2 -26% and Myeloid diff 2 GFP+ MAC1+ % 0.4.
Screening COc1ccc(C2=NO[C@@H]3[C@@H]4C[C@@H]([C@H]5C(=O)N(C)C(=O)[C@@H]45)[C@H]23)c(OC)c1 returned HEK293 NOD2/NF-kB 20%, GPR35 arrestin U2OS 0%, HIV fusion peptide 0.1%, NOD1 NF-kB reporter -6%, KOR beta-arrestin-1 -1.6%, GPR55 LPI antagonism 2%, Myeloid diff 2 inactive, GPR55 activation 0.5%, KOR beta-arrestin-2 6% and Myeloid diff 2 GFP+ MAC1+ % 0.6.
For Cc1ccc(S(=O)(=O)NC2CCCCCCC2)cc1 the results were HEK293 NOD2/NF-kB 10%, GPR35 arrestin U2OS -2%, HIV fusion peptide 0.4%, NOD1 NF-kB reporter -8%, KOR beta-arrestin-1 -0.8%, GPR55 LPI antagonism 4%, Myeloid diff 2 inactive, GPR55 activation -0.2%, KOR beta-arrestin-2 -2% and Myeloid diff 2 GFP+ MAC1+ % 0.5.
Screening COc1ccc(C(=O)c2sc(Nc3ccccc3)nc2C)cc1 returned HEK293 NOD2/NF-kB -21%, GPR35 arrestin U2OS 9%, HIV fusion peptide 0.1%, NOD1 NF-kB reporter -11%, KOR beta-arrestin-1 -2.3%, GPR55 LPI antagonism 12%, Myeloid diff 2 inactive, GPR55 activation -0.1%, KOR beta-arrestin-2 -13% and Myeloid diff 2 GFP+ MAC1+ % 0.7.
Screening c1ccc(COc2ccc(Nc3ncnc4nc[nH]c34)cc2)cc1 returned HEK293 NOD2/NF-kB -27%, GPR35 arrestin U2OS -21%, HIV fusion peptide 0.8%, NOD1 NF-kB reporter -54%, KOR beta-arrestin-1 -3.7%, GPR55 LPI antagonism 5%, Myeloid diff 2 inactive, GPR55 activation -0.1%, KOR beta-arrestin-2 -20% and Myeloid diff 2 GFP+ MAC1+ % 2.4.
`COc1ccc(CCNC(=O)CSc2nc(C)nc3sccc23)cc1OC` gave HEK293 NOD2/NF-kB 4%, GPR35 arrestin U2OS -3%, HIV fusion peptide -0.6%, NOD1 NF-kB reporter 1%, KOR beta-arrestin-1 5.7%, GPR55 LPI antagonism -2%, Myeloid diff 2 inactive, GPR55 activation -0.1%, KOR beta-arrestin-2 24% and Myeloid diff 2 GFP+ MAC1+ % 0.2.
Cc1ccc(C)c(-c2cc(C(=O)Nc3sc(C)c(C)c3C(N)=O)c3ccccc3n2)c1 was read as HEK293 NOD2/NF-kB 21%, GPR35 arrestin U2OS -4%, HIV fusion peptide 0.6%, NOD1 NF-kB reporter 36%, KOR beta-arrestin-1 5.4%, GPR55 LPI antagonism 18%, Myeloid diff 2 inconclusive, GPR55 activation -0.1% and KOR beta-arrestin-2 -26%.
Screening Cc1ccc(NC(=O)CSc2nc3ccccc3c(=O)n2Cc2cccs2)cc1 returned HEK293 NOD2/NF-kB -12%, GPR35 arrestin U2OS 3%, HIV fusion peptide -0.7%, NOD1 NF-kB reporter -3%, KOR beta-arrestin-1 57%, GPR55 LPI antagonism -8%, Myeloid diff 2 inactive, GPR55 activation -0.2%, KOR beta-arrestin-2 -29% and Myeloid diff 2 GFP+ MAC1+ % 0.3.
For O=C1C2C3C=CC(CC3)C2C(=O)N1c1ccc(Br)cc1[N+](=O)[O-] (stereo unspecified) the results were HEK293 NOD2/NF-kB 19%, GPR35 arrestin U2OS -1%, HIV fusion peptide -1.0%, NOD1 NF-kB reporter -7%, KOR beta-arrestin-1 -3.6%, GPR55 LPI antagonism 11%, Myeloid diff 2 inactive, GPR55 activation -0.1%, KOR beta-arrestin-2 22% and Myeloid diff 2 GFP+ MAC1+ % 0.3.
FC(F)(F)c1cnc(Nc2ccc(N3CCOCC3)cc2)c(Cl)c1 was read as HEK293 NOD2/NF-kB 14%, GPR35 arrestin U2OS 0%, HIV fusion peptide 2.2%, NOD1 NF-kB reporter 11%, KOR beta-arrestin-1 4.4%, GPR55 LPI antagonism 0%, Myeloid diff 2 inactive, GPR55 activation -0.1%, KOR beta-arrestin-2 -8% and Myeloid diff 2 GFP+ MAC1+ % 0.4.
COc1cc(NC(=O)Nc2cccc(Cl)c2)c(C(=O)O)cc1OC was read as HEK293 NOD2/NF-kB 6%, GPR35 arrestin U2OS 0%, HIV fusion peptide 13%, NOD1 NF-kB reporter 2%, KOR beta-arrestin-1 -0.3%, GPR55 LPI antagonism 0%, Myeloid diff 2 inactive, GPR55 activation 0.3%, KOR beta-arrestin-2 7% and Myeloid diff 2 GFP+ MAC1+ % 0.5.
Screening COc1ccc(CNS(=O)(=O)c2cccc(S(=O)(=O)N3CCOCC3)c2)cc1 returned HEK293 NOD2/NF-kB 0%, GPR35 arrestin U2OS -5%, HIV fusion peptide 2.2%, NOD1 NF-kB reporter -20%, KOR beta-arrestin-1 0.9%, GPR55 LPI antagonism 8%, Myeloid diff 2 inactive, GPR55 activation 0.5%, KOR beta-arrestin-2 -2% and Myeloid diff 2 GFP+ MAC1+ % 2.4.

Screens deposited in PubChem by several laboratories.
